# PP5 inh – inhibitors of human protein phosphatase 5 (PP5); inhibition, % at 6.7 µM; purified PP5c, OMFP substrate fluorescence; P53041; 0.18% of 320,000 active;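 active = inhibition above the campaign's mean inhibition across all tested compounds plus 3 SD, cut at about 9.5% in these data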;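 also: 0% = DMSO only and 100% = 100 µM cantharidin control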
# Target sequence (P53041 whole entry, looked up): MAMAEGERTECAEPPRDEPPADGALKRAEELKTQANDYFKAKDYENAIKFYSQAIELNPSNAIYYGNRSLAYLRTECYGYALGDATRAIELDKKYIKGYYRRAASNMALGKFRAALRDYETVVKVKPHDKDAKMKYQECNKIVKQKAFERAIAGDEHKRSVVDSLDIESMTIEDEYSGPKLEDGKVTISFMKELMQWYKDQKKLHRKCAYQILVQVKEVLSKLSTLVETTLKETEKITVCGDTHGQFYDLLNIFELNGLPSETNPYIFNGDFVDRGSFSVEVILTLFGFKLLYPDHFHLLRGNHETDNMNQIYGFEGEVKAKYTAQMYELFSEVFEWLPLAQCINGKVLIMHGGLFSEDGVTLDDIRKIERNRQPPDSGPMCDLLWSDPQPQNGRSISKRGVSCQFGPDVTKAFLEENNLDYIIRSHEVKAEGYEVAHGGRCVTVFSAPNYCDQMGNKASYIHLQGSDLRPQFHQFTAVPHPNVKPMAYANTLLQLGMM
# LYPLA2 counter – counter-screen for PME1 inhibitors: inhibitors of human LYPLA2. O95372. recombinant LYPLA2, FP-Rh probe fluorescence polarization. inhibition, % at 5.9 µM. 0.38% of 320,000 active. AID 2177;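 active = inhibition above the screen-wide mean plus 3 SD, limit set per campaign, cut at about 26% in these data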;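 also: 0% = LYPLA2 with DMSO and 100% = wells lacking LYPLA2 enzyme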
# Target sequence (O95372 whole entry, looked up): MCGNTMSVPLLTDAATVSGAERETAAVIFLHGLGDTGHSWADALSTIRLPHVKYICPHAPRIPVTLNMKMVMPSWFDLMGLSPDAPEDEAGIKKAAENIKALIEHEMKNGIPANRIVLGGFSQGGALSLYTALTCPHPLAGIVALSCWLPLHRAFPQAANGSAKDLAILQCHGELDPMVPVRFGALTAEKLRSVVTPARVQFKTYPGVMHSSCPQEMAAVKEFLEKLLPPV
# GASC-1 inh – inhibitors of human GASC-1 (JMJD2C) demethylase; AID 2099; 0.069% of 330,000 active; inhibition, % at 2.35 µM; Q9H3R0; GST-JMJD2C(1-420) H3K9me3 demethylation, DELFIA europium;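 active = more than half of a compound's replicate wells show inhibition beyond 50%, single wells judged on their own value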;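 also: signal counts dimethyl H3K9 product captured on neutravidin plate; 0% = median of DMSO wells and 100% = 0.3 times that DMSO median; strong numbers were not always called active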
# PREPL inhibitor – human PREPL enzyme inhibition. recombinant PREPL, fluorescence polarization activity-based probe. inhibition, % at 5.96 µM. 0.68% of 320,000 active. AID 2751; in the data active = inhibition above about 43%;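 also: 0% = enzyme with DMSO and 100% = wells lacking enzyme; many of its hits are not listed in these tables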
# core dimer inh – blocks dimerization of HCV core protein | TR-FRET GST/Flag-core106 dimerization, 1536-well | 0.33% of 300,000 active | inhibition, % at 5 µM | AID 1899;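 active = inhibition above the mean of all tested compounds plus 3 SD, set per screening campaign, cut at about 45% in these data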
#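 Material: GST/Flag-tagged HCV core106 proteins. Incubation: 4 h, 22.5 °C incubation. Read-out basis: inhibition (%) from 671 over 617 nm ratio. Measured by: TR-FRET, excitation 340 nm, emission 617 and 671 nm.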
# TPT1 inhibitor – blocks Candida albicans tRNA 2'-phosphotransferase; recombinant caTPT1, FP RNA substrate dephosphorylation; inhibition, % at 5 µM; 0.81% of 300,000 active; AID 1962;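 active = inhibition above the mean of all tested compounds plus 3 SD, set per screening campaign, cut at about 24% in these data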;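 also: plate controls were DMSO alone for no effect and ferristatin control at 100 nM for full effect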
# Efflux pump mplx – antifungal efflux pump inhibition, Nile Red retention; S. cerevisiae Candida pump triplex; inhibition, % at 10 µM; 0.44% of 330,000 active; AID 485275;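 active = plate passing quality check with inhibition over a set limit, or well fluorescence over plate mean plus 4 SD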;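 also: Nile Red retained in pooled yeast measured as flow cytometry median fluorescence; 0% = buffer negative control and 100% = Enniatin B positive control; higher means more Nile Red kept so more efflux inhibition; some compounds called inactive have numbers as strong as hits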
# Fh CTSL1 inh – blocks F. hepatica cathepsin L1 in PFM18AAP counter-screen; inhibition, % at 5.96 µM; 0.49% of 300,000 active; recombinant F. hepatica cathepsin L1, Z-Leu-Arg-MCA fluorescence;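 active = inhibition above the mean of all tested compounds plus 3 SD, set per screening campaign, cut at about 17% in these data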;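 also: 0% = plate median of test compound wells and 100% = 1 µM Z-Phe-Ala-diazomethylketone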
# PP1 counter – blocks human PP1-alpha phosphatase, a PP5 counter-screen | P62136 | purified PP1alpha, OMFP fluorescence | inhibition, % at 6.7 µM | 0.9% of 320,000 active | AID 2235;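 active = inhibition above the mean inhibition of all tested compounds plus 3 SD, computed separately for each screening campaign, cut at about 15% in these data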
# Target sequence (P62136 whole entry, looked up): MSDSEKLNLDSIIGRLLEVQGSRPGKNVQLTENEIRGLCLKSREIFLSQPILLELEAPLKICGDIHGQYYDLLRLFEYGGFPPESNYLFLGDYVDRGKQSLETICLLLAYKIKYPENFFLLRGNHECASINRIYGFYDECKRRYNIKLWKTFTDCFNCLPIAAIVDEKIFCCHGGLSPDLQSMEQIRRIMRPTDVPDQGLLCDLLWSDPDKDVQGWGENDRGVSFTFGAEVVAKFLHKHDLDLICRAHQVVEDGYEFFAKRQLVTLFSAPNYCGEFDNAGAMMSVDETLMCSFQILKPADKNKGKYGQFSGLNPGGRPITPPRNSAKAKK
# * = called active by the depositor; . = no result given; & = joins results of further samples. A portion of the library. The share of hits here may be higher or lower than overall.
1. COc1cccc(CN2CCNC(=O)C2CC(=O)NC2CCCCC2)c1OC (stereo not given)
2. COc1ccccc1CNC(=O)C(c1ccccc1)c1ccccc1
3. O=C(COc1cccnc1[N+](=O)[O-])Nc1ccc(N2CCOCC2)cc1
4. O=C(CN1CCSC1=NCc1ccccc1)c1ccccc1
5. Cc1csc(=O)n1CCC(=O)OCC(=O)Nc1cc([N+](=O)[O-])ccc1Cl
6. O=C1c2ccccc2CCc2ccc(Br)cc21
7. O=c1c2ccccc2nc(SCc2ccccc2)n1Cc1ccco1
8. Cc1ccccc1C(=O)N(Cc1nc2ccccc2c(=O)[nH]1)C1CCCC1
9. C#CCOCCOCCOCCNc1nc(N2CCN(C(=O)CCCCCCCCCCNC(=O)Cn3cc(CCCCCN)nn3)CC2)nc(N2CCN(C(=O)CCCCCCCCCCNC(=O)[C@@H]([C@H](C)O)n3cc(C)nn3)CC2)n1
10. O=C(NN1CC(=O)N(c2cc(Cl)cc(Cl)c2)CC1=O)c1sccc1Cl
Compound,1,2,3,4,5,6,7,8,9,10
PP5 inh,-0.3,-0.4,1.2,-2.6,1.6,0.7,4.2,2.1,-1.2,0.3
LYPLA2 counter,8,-3,-1,1,6,2,-3,-2,9,5
GASC-1 inh,-3,-12,7,-3,-8,-3,0,5,-15,-3
PREPL inhibitor,2,-1,8,-14,18,-2,-10,-47,40,-8
core dimer inh,11,3,6,3,-8,.,4,11,-3,4
TPT1 inhibitor,-5,-3,-2,-3,0,.,4,-5,-1,2
Efflux pump mplx,-0.1,0.2,0.1,0.1,-0.1,-0.2,0.5,-0.1,0.0,-0.2
Fh CTSL1 inh,3,4,4,-5,-18,.,2,-2,4,-2
PP1 counter,1,3,2,-2,-8,-3,-2,-1,9,-4

11. COc1ccc2nc(NC(=O)C3CCCO3)sc2c1 (stereo not given)
12. O=C(c1ccco1)N1CCN(C(=O)c2cc3c(=O)oc4ccccc4c3s2)CC1
13. O=C(CSc1ncccn1)N1CCCc2ccccc21
14. CCCCCC(=O)Nc1nc(C)c(-c2csc(Nc3ccc(Cl)cc3)n2)s1
15. O=C(CSC1=NCCS1)c1ccc(Cl)cc1
16. CCCCNC(=O)Nc1nc(SCC(=O)OCC)n[nH]1
17. COc1cc(/C=N/NC(=O)c2ccncc2)ccc1O
18. O=C(CSc1nc2ccccc2n1S(=O)(=O)c1cccc([N+](=O)[O-])c1)NCc1cccs1
19. Cc1nnc(C)n1/N=C/c1ccccc1
20. O=c1cc(-c2ccccc2)[nH][nH]1
Compound,11,12,13,14,15,16,17,18,19,20
PP5 inh,0.1,1.9,-0.5,3.3,0.3,-0.9,-1.3&4.3,2.1,3.3,-2.6
LYPLA2 counter,1,-3,-1,-5,5,0,-2&0,3,-8,-2
GASC-1 inh,-10,9,-13,-1,3,10,4&3,-10,1,-6
PREPL inhibitor,0,-17,7,2,0,6,2&6,-4,0,10
core dimer inh,1,3,0,4,-1,4,8&-14,-8,-6,-4
TPT1 inhibitor,-1,-6,2,5,2,0,2&2,1,-2,2
Efflux pump mplx,-0.1,0.0,0.1,-0.1,-0.2,-0.1,-0.1&0.2,-0.1,0.0,-0.1
Fh CTSL1 inh,5,-1,0,-4,-2,1,1&-4,-3,-3,1
PP1 counter,9,1,-6,1,1,-5,1&-8,-1,-1,-2

# Exported with values under each structure: entries from further up
# Value order – PP5 inh, LYPLA2 counter, GASC-1 inh, PREPL inhibitor, core dimer inh, TPT1 inhibitor, Efflux pump mplx, Fh CTSL1 inh, PP1 counter
15) O=C(CSC1=NCCS1)c1ccc(Cl)cc1
→ 0.3, 5, 3, 0, -1, 2, -0.2, -2, 1
16) CCCCNC(=O)Nc1nc(SCC(=O)OCC)n[nH]1
→ -0.9, 0, 10, 6, 4, 0, -0.1, 1, -5

# Continued.
21. COC(=O)[C@@H](NC(=O)NCc1ccco1)C(C)C
22. CCN(Cc1ccccc1)C(c1cc2cc(C)ccc2[nH]c1=O)c1nnnn1CCOC (stereo not given)
23. O=[N+]([O-])c1ccc(Oc2cccc3cccnc23)c([N+](=O)[O-])c1
24. c1ccc(Sc2ncnc3c2oc2ccccc23)nc1
25. S=c1[nH]nc(-c2cc(-c3ccccn3)nc3ccccc23)o1
26. Cc1cc(-c2cc(-c3ccc(Cl)cc3)nc(N)c2C#N)co1
27. Cc1ccc(C(=O)CC(C(=O)O)c2cn(CCC#N)c3ccccc23)cc1 (stereo not given)
28. CCOc1ccc(/C=C/C(=O)NCc2ccccc2)cc1
29. CCOC(=O)c1c(C)n(C)c2ccc(OC(C)=O)cc12
30. CCc1ccc2oc(C(=O)Nc3cccnc3)c(C)c2c1
Compound,21,22,23,24,25,26,27,28,29,30
PP5 inh,1.8,2.8,1.8,7.8,-0.1,2.6,4.6,0.8,2.7,3.7
LYPLA2 counter,7,1,12,5,-4,5,0,3,-6,-5
GASC-1 inh,-1,2,-3,.,-6,13,.,-4,-7,-4
PREPL inhibitor,16,-67,20,9,-8,40,1,-6,1,-7
core dimer inh,-1,0,-1,0,3,27,3,-3,-8,-5
TPT1 inhibitor,-2,-1,10,-3,0,10,0,0,-3,2
Efflux pump mplx,-0.1,0.3,0.9*,0.1,0.1,0.0,0.1,-2.9,-0.1,0.1
Fh CTSL1 inh,-4,3,1,2,1,-3,3,-1,-41,-1
PP1 counter,-3,5,3,7,-4,11,-5,-4,4,6

31. C=CCNC(=O)C(C)N1C(=O)c2ccccc2C1=O (stereo not given)
32. O=C(NCCCCc1ccccc1)Nc1ccc(F)cc1F
33. CC(CCc1ccccc1)NC(=O)c1ccccc1Cl (stereo not given)
34. Clc1ccc2nc(CSCc3ccccc3)cn2c1
35. CC(/C=C/c1ccccc1)=N\Nc1nc2c(c(=O)[nH]c(=O)n2C)n1CCO
36. COc1ccc(-c2nn(CCC(=O)O)cc2CCC(=O)O)cc1
37. O=C(NN1C(=O)c2ccccc2C1=O)C1CCCCC1
38. O=C(N1CCCC1)C12CC3CCC(CC(C3)C1)C2
39. CC(C)C(CCN1C(=O)c2ccccc2C1=O)c1ccco1 (stereo not given)
40. Cc1cccc(NC(=O)Cn2cc(C=O)c3ccccc32)c1
Compound,31,32,33,34,35,36,37,38,39,40
PP5 inh,3.4,0.7,0.9,2.0,-2.5,2.4,-2.8,2.6,2.5,-1.0
LYPLA2 counter,-3,-3,8,-6,0,10,5,6,-2,7
GASC-1 inh,-9,3,3,23,11,-4,1,15,-2,15
PREPL inhibitor,-4,7,-6,-8,-2,17,0,4,-9,0
core dimer inh,0,3,5,-2,-3,-5,1,0,4,3
TPT1 inhibitor,0,0,-2,-3,-2,-7,2,-3,3,4
Efflux pump mplx,0.1,0.3,0.2,0.1,0.0,0.0,0.0,0.0,-0.1,0.2
Fh CTSL1 inh,-1,2,4,-3,0,1,4,-1,14,5
PP1 counter,1,-4,1,2,-2,1,-1,-1,-2,-2

# Record cards (already shown).
# Record of CC(CCc1ccccc1)NC(=O)c1ccccc1Cl (stereo not given) → PP5 inh: 0.9; LYPLA2 counter: 8; GASC-1 inh: 3; PREPL inhibitor: -6; core dimer inh: 5; TPT1 inhibitor: -2; Efflux pump mplx: 0.2; Fh CTSL1 inh: 4; PP1 counter: 1
# Record of COc1ccccc1CNC(=O)C(c1ccccc1)c1ccccc1 → PP5 inh: -0.4; LYPLA2 counter: -3; GASC-1 inh: -12; PREPL inhibitor: -1; core dimer inh: 3; TPT1 inhibitor: -3; Efflux pump mplx: 0.2; Fh CTSL1 inh: 4; PP1 counter: 3

# The listing continues.
41. Cc1ccc(C)c(NC2=NS(=O)(=O)c3ccccc32)c1
42. COC(=O)C1=C(NC(=O)c2ccc(C)c(C)c2)CCS1
43. O=S(=O)(c1cccc2cccnc12)N1CCOCC1
44. CCNC(=O)COc1ccc(S(=O)(=O)Nc2ccccc2)cc1
45. COc1ccc(NC(=O)O/N=C/c2ccc(N(C)C)cc2)cc1
46. COc1cc(OC)cc(C(=O)N2CCN(C(=O)c3cccc(F)c3)CC2)c1
47. CC(C(=O)NC1CCCC1)N(C(=O)c1snc(C(N)=O)c1N)c1ccc2c(c1)OCCO2 (stereo not given)
48. CC1CCCCN1CCCNC(=O)c1nn(C)c2c1CS(=O)(=O)c1ccccc1-2 (stereo not given)
49. CCC(Nc1ccc(OC)cc1)C(=O)N/N=C/c1ccc([N+](=O)[O-])cc1 (stereo not given)
50. Cn1c(SCC(=O)c2ccccc2)nnc1-c1cccs1
Compound,41,42,43,44,45,46,47,48,49,50
PP5 inh,1.8,1.9,3.9,-2.5,-0.9,1.8,-0.5,2.5,-0.4,-0.8
LYPLA2 counter,-4,-2,5,-1,0,4,-1,0,-2,-6
GASC-1 inh,-7,0,5,12,5,1,0,-2,1,-1
PREPL inhibitor,11,4,-2,3,5,-5,8,-8,7,-3
core dimer inh,-1,4,-6,-5,-9,-3,5,-1,8,5
TPT1 inhibitor,2,-3,3,-1,0,-1,1,0,2,2
Efflux pump mplx,-0.1,0.1,0.3,-0.2,-0.2,0.1,0.0,0.1,-0.1,0.1
Fh CTSL1 inh,1,-1,-3,6,2,-2,2,-6,-3,-7
PP1 counter,-4,-3,-3,1,1,-2,-3,0,3,0

# 4 compounds out of the list above, sorted by the number in PREPL inhibitor, falling:
entry | Compound | PP5 inh | GASC-1 inh | PREPL inhibitor | core dimer inh | TPT1 inhibitor | Efflux pump mplx
36 | COc1ccc(-c2nn(CCC(=O)O)cc2CCC(=O)O)cc1 | 2.4 | -4 | 17 | -5 | -7 | 0.0
16 | CCCCNC(=O)Nc1nc(SCC(=O)OCC)n[nH]1 | -0.9 | 10 | 6 | 4 | 0 | -0.1
27 | Cc1ccc(C(=O)CC(C(=O)O)c2cn(CCC#N)c3ccccc23)cc1 (stereo not given) | 4.6 | . | 1 | 3 | 0 | 0.1
46 | COc1cc(OC)cc(C(=O)N2CCN(C(=O)c3cccc(F)c3)CC2)c1 | 1.8 | 1 | -5 | -3 | -1 | 0.1

# (further entries)
51. CCOCCc1nnc(NC(=O)c2cc(OC)c(OC)cc2[N+](=O)[O-])s1
52. CN(C)CCCN(C(=O)c1ccc2c(c1)CCCC2)c1nc2ccc(Cl)cc2s1
53. CC(=O)c1c(C)n(-c2ccc(C)cc2)c2ccc(O)cc12
54. O=C(CCc1nnc(-c2ccccc2)o1)NCC1CCN(C2CCCC2)CC1
55. CCOc1ccc(C(CC(=O)O)NC(=O)c2cccs2)cc1OC (stereo not given)
56. CCN(CC)S(=O)(=O)c1ccc2oc(Nc3ccc4c(c3)OCCO4)nc2c1
57. COc1ccc(C(=O)OC2CCN(c3ncc(C(F)(F)F)cc3Cl)CC2)cc1
58. Cc1ccccc1-c1nc(CS(=O)(=O)CC(=O)NCCc2ccccc2)c(C)o1
59. COc1ccccc1NS(=O)(=O)c1cn(C)cn1
60. CCOC(=O)N1CCN(C(=O)CSc2nc3c([nH]c4ccccc43)c(=O)n2C)CC1
Compound,51,52,53,54,55,56,57,58,59,60
PP5 inh,-2.0,0.7,0.8,-2.2,1.1,5.0,-1.5,0.4,2.6,-0.5
LYPLA2 counter,-1,-5,4,0,-1,6,-5,1,-2,8
GASC-1 inh,23,1,5,.,9,-3,-13,-3,-2,0
PREPL inhibitor,-4,-19,10,5,-2,-2,12,-36,8,-7
core dimer inh,1,-8,-8,1,2,9,-1,5,-6,-16
TPT1 inhibitor,-2,-1,-1,1,-1,2,-1,-1,-2,-2
Efflux pump mplx,0.0,0.1,0.0,0.0,0.0,-0.1,0.4,0.1,0.0,0.1
Fh CTSL1 inh,0,-1,-5,-4,7,0,4,1,-2,0
PP1 counter,1,10,2,0,6,3,1,-4,-3,4
